Screening data from PubChem.
GLS inhibitor – blocks human kidney-isoform glutaminase activity. GLS enzymatic activity, qHTS titration. Potency, µM (titrated, usually from 45.5 µM), for inactives: top-dose activity change, negative = inhibition, usual class: inhibitors. actives 0.21% (n = 410,000). O94925; further: potency means the concentration at half of the fitted maximal effect; on the % scale 0 is the no-effect control and ±100 the full control effect
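Read-out is an Amplex red fluorescence increase coupled through glutamate oxidase and HRP, measured before and after 30 min room-temperature incubation. hKGA is in 45 mM KH2PO4 (pH 8.2) with 0.02% Tween-20; glutamine added as 1mM solution.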
PI4K2A block – inhibitors of human PI4K2A; purified PI4K2A, ADP-Glo luminescence, 1 h; active compounds read low; activity change, negative = inhibition, % at 76.9 µM; actives 0.13% (n = 420,000); AID 1346378; in the data active means activity change below about -50%; inconclusive means mostly about -30% to -49%;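 further: -100% = wells without enzyme as full effect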
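PI4K2A activity was measured by ADP-Glo luminescence: enzyme (4 ug/mL stock) and phosphatidylinositol (1.2 mM stock) in Tris pH 7.5/MgCl2/EGTA/Triton X-100 buffer were reacted with ATP (300 microM stock) for one hour at ambient temperature.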
HP1b binding inh – inhibitors of HP1-beta chromodomain binding to methylated histone tails. AlphaScreen HP1-beta / biotin-H3K9me3 peptide binding. Potency, µM (series often up to 114 µM), for inactives: top-dose activity change, negative = inhibition, usual class: inhibitors. actives 0.56% (n = 390,000); further: potency means the concentration at half of the fitted maximal effect; nearly all actives have a fitted effect of over 70% in size; inactives centre near 23
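Compound inhibition of the preformed complex between 50 nM HP1-beta and 50 nM biotinylated H3K9me3 peptide was read by AlphaScreen. Buffer was PBS pH 7.4 with 0.01% Tween-20. Incubations ran 30 min at room temperature, with 10 ug/mL donor/acceptor beads.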
TrxR1 substrate – substrates of rat thioredoxin reductase 1; purified TrxR1 substrate turnover, NADPH consumption readout; Potency, µM (doses to about 114 µM), for the others: top-dose activity change, negative = substrate turnover; actives 0.01% (n = 390,000); AID 588456; further: potency means the concentration at half of the fitted maximal effect; on the % scale 0 is the no-effect control and ±100 the full control effect; nearly all actives have a fitted effect of over 50% in size
Target sequence (O89049 whole entry, looked up): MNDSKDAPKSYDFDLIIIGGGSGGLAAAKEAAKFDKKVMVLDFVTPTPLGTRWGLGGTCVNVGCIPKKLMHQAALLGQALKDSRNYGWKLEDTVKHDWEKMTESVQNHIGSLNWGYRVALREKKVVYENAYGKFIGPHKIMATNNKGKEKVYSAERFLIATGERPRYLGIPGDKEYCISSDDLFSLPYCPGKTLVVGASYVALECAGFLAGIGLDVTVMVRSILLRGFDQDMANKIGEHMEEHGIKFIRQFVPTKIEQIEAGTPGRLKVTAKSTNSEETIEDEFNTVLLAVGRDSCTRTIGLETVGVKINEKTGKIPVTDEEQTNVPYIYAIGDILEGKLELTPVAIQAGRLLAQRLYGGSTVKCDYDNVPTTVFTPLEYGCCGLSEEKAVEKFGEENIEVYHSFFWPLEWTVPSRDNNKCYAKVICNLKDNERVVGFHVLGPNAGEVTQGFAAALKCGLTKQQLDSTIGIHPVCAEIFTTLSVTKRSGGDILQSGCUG
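Rat TrxR1, dispensed at 90 nM, was prereduced with 400 uM NADPH (final) for 5 min at ~22 deg C, then incubated with compound 15 min before 400 uM selenite. A first-read NADPH fluorescence drop versus no-compound background flagged substrates.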
PGK inhibitor – inhibitors of T. brucei phosphoglycerate kinase; P07378; PGK/GAPDH coupled, Kinase-Glo luminescence, 60 min; Potency, µM (highest dose often 57.5 µM), without a hit: at the top dose activity change, negative = inhibition, hits mostly inhibitors; actives 0.043% (n = 380,000); AID 602233; further: potency means the concentration at half of the fitted maximal effect; on the % scale 0 is the no-effect control and ±100 the full control effect; nearly all actives have a fitted effect of over 60% in size
Target sequence (P07378 whole entry, looked up): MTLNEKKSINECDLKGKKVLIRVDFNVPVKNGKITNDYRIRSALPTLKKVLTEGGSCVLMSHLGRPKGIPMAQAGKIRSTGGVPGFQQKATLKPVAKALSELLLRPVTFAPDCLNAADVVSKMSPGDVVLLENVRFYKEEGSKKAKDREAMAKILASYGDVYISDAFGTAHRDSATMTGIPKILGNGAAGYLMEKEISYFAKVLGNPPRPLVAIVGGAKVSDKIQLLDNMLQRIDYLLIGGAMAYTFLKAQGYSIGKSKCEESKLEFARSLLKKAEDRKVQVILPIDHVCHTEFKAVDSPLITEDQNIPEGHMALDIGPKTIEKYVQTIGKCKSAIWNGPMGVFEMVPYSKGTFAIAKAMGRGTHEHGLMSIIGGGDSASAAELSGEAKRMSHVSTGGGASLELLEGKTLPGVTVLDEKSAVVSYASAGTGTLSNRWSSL
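Luminescent ATP detection (Kinase-Glo Plus) follows a 60-minute room-temperature incubation, with wells lacking PGK as controls. Buffer: 100 mM TEA (pH 7.6), 5 mM MgCl2, 0.01% Tween-20. Coupling enzyme GAPDH (100 nM final) supplies unstable 1,3-BPG in-well.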
TrxR1 inh – rat TrxR1 inhibition. O89049. recombinant rTrxR1, NADPH fluorescence consumption, selenite substrate. Potency, µM (highest dose often 114 µM), for the others: at the highest dose activity change, negative = inhibition, actives largely listed as inhibitors. actives 1% (n = 390,000). AID 588453; further: potency means the concentration at half of the fitted maximal effect; on the % scale 0 is the no-effect control and ±100 the full control effect; nearly all actives have a fitted effect of over 65% in size
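Rat TrxR1 (90 nM in the dispensed reagent) was pre-reduced with 400 uM NADPH for 5 min at room temperature, then incubated with compound for 15 min. After 400 uM selenite was added, NADPH fluorescence (Ex 340/Em 450 nm) was followed for 8 min.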
IDH1 R132H inh – human IDH1 R132H inhibition. O75874. IDH1-R132H enzyme, NADPH consumption, diaphorase/resazurin fluorescence. Potency, µM (top dose mostly 76.6 µM), without a hit: at the top dose activity change, negative = inhibition, most hits filed as inhibitors. actives 0.093% (n = 390,000); further: potency means the concentration at half of the fitted maximal effect; on the % scale 0 is the no-effect control and ±100 the full control effect; nearly all actives have a fitted effect of over 65% in size
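IDH1-R132H (0.5 ug/mL) preincubated 30 min with compound, then NADPH (0.016 mM) and alpha-KG (2 mM) added; 80 min at RT, pH 7.5. Remaining NADPH coupled via diaphorase/resazurin to fluorescence (540/590 nm); concentration-response curves normalized to no-enzyme control.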
Pin1 inhibitor – blocks the human prolyl isomerase Pin1; Pin1 FP peptide displacement, HiFluor488, 10 min; Potency, µM (doses to about 115 µM), for the others: at the top dose activity, negative = inhibition, actives largely listed as inhibitors; actives 0.009% (n = 390,000); AID 504891; active means well fitted inhibition curve with a large enough effect in the polarisation, with a control signal flat, not every such curve was filed as active; inconclusive means small, poorly fitted or top-dose-only effect, or effect the other way, or a change in a side signal; inactive means no such curve, though single readings can be large or run the other way; the % refers to the polarisation; further: potency means the concentration at half of the fitted maximal effect; on the % scale 0 is the no-effect control and ±100 the full control effect
USP1-UAF1 inh – inhibitors of human USP1/UAF1 deubiquitinase | O94782 | recombinant USP1/UAF1, Ub-Rhodamine cleavage fluorescence | Potency, µM (series often up to 57.1 µM), inactives show at the highest dose activity change, negative = inhibition, most hits filed as inhibitors | actives 0.23% (n = 390,000); further: potency means the concentration at half of the fitted maximal effect; on the % scale 0 is the no-effect control and ±100 the full control effect; nearly all actives have a fitted effect of over 60% in size; inactives centre near -12
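High-throughput fluorogenic screen: 1nM USP1/UAF1 complex, Ub-Rho substrate 150nM final, 50mM HEPES pH 7.8 with 0.5mM EDTA, 0.1 mg/ml BSA, 1mM TCEP and 0.01% Tween-20.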
* = called active by the depositor; i = inactive; u = inconclusive; x = no result given; [ ] = another dose, or the depositor's remark. Unless noted, the call rests on the fitted dose curve; in most records, active means well fitted curve in the direction sought with a large enough effect; inconclusive means small, poorly fitted or top-dose-only effect, or another doubt; inactive means no such curve, though single readings can be large; an effect the other way counts as inactive or inconclusive.

SMILES	GLS inhibitor	PI4K2A block	HP1b binding inh	TrxR1 substrate	PGK inhibitor	TrxR1 inh	IDH1 R132H inh	Pin1 inhibitor	USP1-UAF1 inh
Cc1cc(C)n(CC(=O)n2c(C)c(C)c3ccccc32)n1	-1%	2	26%	-4%[57.1 µM]	-7%	15%[57.1 µM]	6%	0%	-18%
Cc1ccc2c(c1)CCO[C@@]21O[C@H](CCO)C[C@H](O)[C@H]1O	-4%	-1	x	x	0%	x	-8%	x	-17%
COc1c(C)cc(Br)cc1C(=O)O	-4%	7	38%[activator]	-5%	0%	9%	9%	-3%	-13%
CCOc1ccc(NC(=O)c2cc(F)c(F)cc2Cl)cc1OCC	1%	4	42%[activator]	6%[57.1 µM]	4%	9%[57.1 µM]	3%	0%	-10%
C=CCSc1ccc(S(=O)(=O)N2CCN(C)CC2)cn1	-12%	3	23%	0%	-1%	14%	3%	-6%	-20%
CC1SC(C)C(=O)N(CC(=O)NC2CCCCC2)C1=O (centres undefined)	-12%	2	47%[activator]	-5%[57.1 µM]	i	9%[57.1 µM]	8%	0%	-12%
CSc1nc(-c2ccc(Cl)cc2)nn1S(=O)(=O)c1ccccc1	0%	1	60%	-9%	-6%	-7%	5%	-14%	-7%
CCOC(=O)c1cnc(SC2CC(=O)N(c3ccc(OC)c(OC)c3)C2=O)nc1N (centres undefined)	-1%	-1	19%	3%	-3%	9%	8%	1%	0%
O=C(NCc1ccccn1)c1ccc(Br)s1	7%	-4	23%	13%[57.1 µM]	-1%	36%[activator][57.1 µM]	9%	1%	-3%
Cc1ccc(N2C(=O)c3ccccc3C2=O)cc1	-1%	0	21%	4%	8%	14%	6%	2%	-6%
COC(=O)C1=C/C=C\CN(C(c2ccccc2)c2ccccc2)/C=C\1C(=O)OC	-1%	7	x	x	-5%	x	8%	x	-15%
Cc1ccc(C(=O)NC(=S)Nc2cccc(NC(=O)c3ccccc3)c2)cc1[N+](=O)[O-]	2%	2	6%	-14%	-10%	-20%	1%	5%	-12%
Cn1cc(-c2cc3n(n2)CCC(=O)N3CCCC(=O)NCc2ccc(F)cc2)c2ccccc21	3%	0	21%[57 µM]	3%[57.1 µM]	2%	10%[57.1 µM]	-5%	-4%	0%
O=[N+]([O-])c1ccc(-c2nc(=S)c3c(o2)CCCC3)cc1	2%	4	21%	-1%	i	-12%	-4%	0%	-23%
CCc1nnc(NC(=O)CN2CCN(C(=O)c3ccccc3)CC2)s1	-11%	1	10%	-4%[57.1 µM]	1%	9%[57.1 µM]	14%	1%	-1%
C=CCN(c1ccccc1C(=O)NCC(=O)O)S(=O)(=O)c1ccccc1C	-14%	1	36%	124%	i	17%	0%	-10%	-3%
CCCCN(C(=O)c1ccc(N(C)S(=O)(=O)c2ccc(C)cc2)cc1)c1c(N)n(CCC)c(=O)[nH]c1=O	-1%	4	48%[activator]	6%	0%	16%	2%	-2%	-20%
CCOc1ccc(CNC(=O)C2CCN(S(=O)(=O)c3cn(C)cn3)CC2)cc1	-22%	2	1%	10%[57.1 µM]	-7%	24%[57.1 µM]	0%	-7%	6%
C/C(=N\NC(=O)c1c(C)nc2ccccn12)c1ccc(N2CCOCC2)cc1	10%	0	42%[activator]	-12%	-4%	-15%	-3%	-3%	-10%
CSc1cccc(NC(=O)CCNS(=O)(=O)c2ccc3[nH]c(=O)oc3c2)c1	-1%	2	34%[activator]	0%	-6%	19%	3%	-11%	-13%
CCc1cccc(NC(=S)N(CCCOC(C)C)C2CCN(C(C)=O)CC2)c1	-4%	3	46%[activator]	-7%	-8%	6%	0%	-5%	-11%
COC(=O)/C=C1\SC(N)=NC1=O	3%	-4	32%	1%	-7%	-6%	-1%	4%	-19%
CCn1c(SCC(=O)N/N=C/c2ccc(OC)c(OC)c2)nc2ccccc21	-2%	-6	24%	2%[57.1 µM]	i	u	4%	-8%	-16%
CC(=O)Oc1ccc(C23c4ccccc4C2(OC(C)=O)c2cc(OC(C)=O)ccc23)cc1 (centres undefined)	4%	-1	81%[activator][57 µM]	46%[57.1 µM]	-1%	13%[2.29 µM]	-3%	9%	-21%
CCOc1ccc(CCNC(=O)c2ccc3c(=O)n4c(nc3c2)CCCCC4)cc1	-17%	2	22%	-2%	-8%	18%	0%	-6%	-17%

Brought forward from above: 4 compounds, then new ones.
SMILES	GLS inhibitor	PI4K2A block	HP1b binding inh	TrxR1 substrate	PGK inhibitor	TrxR1 inh	IDH1 R132H inh	Pin1 inhibitor	USP1-UAF1 inh
COC(=O)/C=C1\SC(N)=NC1=O	3%	-4	32%	1%	-7%	-6%	-1%	4%	-19%
CCn1c(SCC(=O)N/N=C/c2ccc(OC)c(OC)c2)nc2ccccc21	-2%	-6	24%	2%[57.1 µM]	i	u	4%	-8%	-16%
CC(=O)Oc1ccc(C23c4ccccc4C2(OC(C)=O)c2cc(OC(C)=O)ccc23)cc1 (centres undefined)	4%	-1	81%[activator][57 µM]	46%[57.1 µM]	-1%	13%[2.29 µM]	-3%	9%	-21%
CCOc1ccc(CCNC(=O)c2ccc3c(=O)n4c(nc3c2)CCCCC4)cc1	-17%	2	22%	-2%	-8%	18%	0%	-6%	-17%
CC(=O)N/N=C/c1c(C)[nH]n(-c2ccccc2)c1=O	-25%	-21	24%	4%[57.1 µM]	-8%	2%[57.1 µM]	-1%	0%	1%
CCOC(=O)c1ccc(NC(=S)N2CCSC2c2ccc(Br)cc2)cc1 (centres undefined)	4%	-1	16%	0%	-7%	11%	-11%	0%	-18%
CCc1cc(C(=O)c2ccccc2)c(N)s1	-2%	1	-19%	-6%	-6%	-7%	2%	-3%	-23%
Nc1nonc1C(=O)NCCNCc1ccccc1	1%	-2	12%	-7%	-7%	-5%	6%	1%	4%
CCNc1nc(NC(C)C)nc(OCC)n1	11%	-2	20%	12%[57.1 µM]	-5%	11%[57.1 µM]	-2%	-4%	2%
COc1cccc(CC(=O)Nc2c(C(=O)N3CCN(c4ccccc4F)CC3)oc3ccccc23)c1	-9%	-18	36%	-5%	i	10%	0%	5%	-7%
Nc1nc2c(ncn2-c2ccccc2)c(=O)[nH]1	4%	-7	29%	-7%	-1%	2%	1%	8%	1%
CS(=O)(=O)N(CC(=O)N1CCCCCC1)c1ccccc1	5%	7	30%	-1%	2%	13%	-6%	u	1%
Cc1nnsc1S(=O)(=O)Cc1ccccc1C(F)(F)F	-3%	0	44%[activator]	6%[11.4 µM]	i	23%[11.4 µM]	-4%	-2%	-10%
CC(/C=N/NC(=O)c1nnn(-c2nonc2N)c1C(C)C)=C\c1ccccc1	1%	-6	54%[activator]	-5%	-10%	7%	8%	21%	-19%
Cc1nnc(N2C(=O)c3oc4ccccc4c(=O)c3C2c2ccco2)s1 (centres undefined)	-22%	-5	25%	9%[57.1 µM]	-14%	2%[57.1 µM]	1%	u	-2%
CCC(=O)N(C)C[C@@H]1Oc2ncc(Br)cc2C(=O)N([C@@H](C)CO)C[C@H]1C	0%	-5	x	x	-1%	x	-5%	x	-17%
COc1ccc(C(=O)Nc2cccc(-c3csc(C)n3)c2)cc1S(=O)(=O)N1CCCC1	2%	-3	24%	-1%	-1%	20%	2%	20%	-10%
O=C(CCOc1ccccc1)N(Cc1cccnc1)c1nc2ccc(Cl)cc2s1	-12%	8	-3%	4%[57.1 µM]	-10%	u	-18%	1%	-18%
CCOC(=O)CNC(=O)c1ccc(Br)s1	1%	4	25%	155%[activator]	10%	u	-5%	0%	-20%
COc1ccccc1-c1noc2ncnc(Nc3ccccc3C)c12	11%	2	17%	-3%	-1%	8%	-7%	-1%	-21%
CNC(=S)N/N=C/c1cn(Cc2ccc(C)cc2)c2ccccc12	30%	-1	-18%	-15%	6%	-8%	0%	-2%	-9%
COc1cc(/C=C(/NC(=O)c2ccc(Cl)cc2Cl)C(=O)O)cc(OC)c1OC	2%	1	37%	-17%	-6%	-12%	2%	19%	-15%
c1ccc(CCc2nn3c(Cn4nnc5ccccc54)nnc3s2)cc1	u	-1	u	3%[57.1 µM]	-1%	-11%[57.1 µM]	1%	0%	-17%
CCC(=O)Nc1cccc(-c2nc3ccccc3c(=O)o2)c1	-4%	4	37%	-3%	-2%	-20%	1%	3%	-10%
Cc1nc(SCC(=O)Nc2c(C)n(C)n(-c3ccccc3)c2=O)[nH]c(=O)c1Cc1ccccc1	-1%	0	30%	-9%	0%	-1%	0%	0%	8%
CCN1C(=O)C(=O)N(CC(=O)N2CCC(C)Sc3ccccc32)C1=O (centres undefined)	0%	2	49%[activator]	6%	0%	23%	2%	20%	-21%
Cc1ccc(CC(=O)N2CC(C)OC(C)C2)cc1 (centres undefined)	5%	4	23%	-9%	-13%	-7%	0%	-8%	-5%
O=C(OCc1cncs1)c1ccccc1	-13%	-2	48%[activator]	1%	-4%	18%	0%	0%	-17%

A few values from above.
CSc1cccc(NC(=O)CCNS(=O)(=O)c2ccc3[nH]c(=O)oc3c2)c1 | PI4K2A block = 2
Cc1ccc(CC(=O)N2CC(C)OC(C)C2)cc1 (centres undefined) | TrxR1 substrate = -9%

This is a subset. The share of hits here may be higher or lower than overall.
